Screening results: PubChem BioAssay, University of Kansas High Throughput Screening Laboratory
mHTT-CaM PPI inh = inhibitors of human mutant huntingtin-calmodulin interaction | P42858 | AlphaScreen His-mHTT/GST-CaM binding, luminescence | inhibition, % at 15 µM | 190,000 compounds, 3.6% hits | AID 1671202;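 note: 0% = both proteins with DMSO and 100% = one protein alone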
Pf apPOL block = Pf-apPOL DNA polymerase inhibition | Recombinant Pf-apPOL, molecular beacon fluorescence, 1.5 h | inhibition, % at 10 µM | 210,000 compounds, 0.25% hits
The depositor's hits bear a star; . = not tested or not shown; & = joins results of further samples. Cut-off read from the data, not from the text of the source: active = inhibition above about 50%; inactive = the rest.

SMILES | mHTT-CaM PPI inh | Pf apPOL block
Cc1cc(C)cc(NC(=O)C2CC(=O)N(C3CCCCC3)C2)c1 (stereo not drawn) | 2 | -3
Cc1ccc(O)c(CCc2ccc(O)c(S(=O)(=O)O)c2)n1 | 4 | -4
COc1cccc(CCC(=O)NCC23CCCC2N(C)C(=O)CC3)c1 (stereo not drawn) | -6 | -4
O=C(NCCCN1CCOCC1)c1ccc2c(c1)NC(=O)C1CCCCN21 (stereo not drawn) | 0 | -1
Cc1ccc(NC(=O)C2CCN(c3ncnc4c3nc3n4CCCCC3)CC2)cc1Cl | 17 | -3
COc1ccc(NC(=O)c2nc3nc(-c4ccccc4)cc(C(F)(F)F)n3n2)cc1OC | 49 | 0
C=CCCN(Cc1ccccc1)S(=O)(=O)c1ccccc1Br | -106&-108 | -3&3
CCC(CC)C(=O)Nc1c2c(nn1-c1ccccc1C)CS(=O)(=O)C2 | 1 | 0
C=C1Cn2c(nnc2-c2ccc(Cl)cc2)S1 | -7 | .
O=C(Nc1ccc(S(=O)(=O)N2CCCCC2c2cccnc2)cc1)c1ccccc1Cl (stereo not drawn) | 13 | -4
CSC1=C(C#N)C(c2ccc(Cl)cc2)C(C(C)=O)=C(C)N1 (stereo not drawn) | -14 | 0
O=C(CCS(=O)(=O)c1ccc(Br)cc1)Nc1ccc2c(c1)OCO2 | 24 | 3
CCC1c2ccc(C)n2CCN1C(=O)Nc1cc(Cl)ccc1Cl (stereo not drawn) | -2 | 0
Cc1cc(C)n(C(C[N+](=O)[O-])c2ccc(F)cc2)n1 (stereo not drawn) | -3 | -1
Cc1cc(N2CCOCC2)nc2ccc(NC(=O)/C=C/c3ccc(Br)cc3)cc12 | 5 | 0
O=C1CCc2cc(S(=O)(=O)Nc3ccc(Br)cc3F)cc3c2N1CCC3 | -1 | -7
Cc1oc(C2CCN(C(=O)Cc3ccccc3F)CC2)nc1C(=O)N1CCCC1 | 20 | 0
Cc1ccc(C(c2ccc(C)o2)c2cc3c(cc2[N+](=O)[O-])OCO3)o1 | 72* | 7
CCC(=O)Nc1ccc(Nc2nc(Cl)nc(Nc3ccc(NC(=O)CC)cc3)n2)cc1 | 3 | -5
C[C@H]1[C@@H]2C[C@H]([C@H]3CCCCN31)[C@H](OC(=O)Nc1ccccc1C(F)(F)F)C2 | -9 | -4
COCCn1c(C2CCN(C(=O)c3ccc(OC)c(F)c3)C2)nc2cccnc21 (stereo not drawn) | 2 | -2
CCC(C)NC(=O)N1CCc2c(c(-c3nc(-c4cccc(F)c4)no3)nn2C)C1 (stereo not drawn) | 3 | -5
CSc1cccc(NC(=O)NCCC2CCN(S(=O)(=O)c3ccccc3)CC2)c1 | 28 | 3
Cc1cccc(NC(=O)CSc2nc3c(c(=O)n2-c2ccc([N+](=O)[O-])cc2)SCC3)c1C | 7 | -2
CC(c1ccccn1)N(C(=O)Nc1ccc(Cl)cc1)C1CCCCC1 (stereo not drawn) | -7 | -19
COc1ccccc1/C=C(\C#N)c1nc(-c2ccc3c(c2)OCO3)cs1 | -3 | -1
O=C(Cc1csc(NC(=O)C2CCCC2)n1)Nc1nc(-c2cccnc2)cs1 | -17 | -9
COc1cc(C(=O)NCCC(=O)N2CCC3(CC2)OCCO3)cc(OC)c1OC | -1 | -3
CCCc1cc(C2CCCN2Cc2cccc(OCC)c2O)no1 (stereo not drawn) | -7 | -4
COc1ccccc1-c1nc(C2CCN(C(=O)c3ccc(F)c(Cl)c3)CC2)no1 | 92* | -2
CSc1nc(N)c(C#N)c(-c2ccc(Br)cc2)c1C#N | 2 | -3
Cc1cc(NC(=O)c2ccc(C)c([N+](=O)[O-])c2)ccc1NC(=O)c1ccco1 | 0 | -8
COCc1nnc(NC(=O)C2CC(=O)N(CCc3c[nH]c4ccc(C)cc34)C2)s1 (stereo not drawn) | 10 | 4
COc1ccc(OCC2CN(C(=O)c3ccc(C)cc3)CCO2)cc1 (stereo not drawn) | 1 | -1
NCC(O)CN1CCOCC1 (stereo not drawn) | -5&-3 | -8
CCn1c(=O)c(NCc2cc(C)ccc2C)nc2ccncc21 | 3 | 6

Reprinted from the part before: two entries, followed by the next part.
SMILES | mHTT-CaM PPI inh | Pf apPOL block
NCC(O)CN1CCOCC1 (stereo not drawn) | -5&-3 | -8
CCn1c(=O)c(NCc2cc(C)ccc2C)nc2ccncc21 | 3 | 6
O=C1C(=Cc2ccnc3ccccc23)Oc2cc(O)ccc21 | 10 | -6
CS(=O)(=O)CCC(C(=O)n1nnc2ccccc21)N1C(=O)c2ccccc2C1=O (stereo not drawn) | -3 | -12
O=C(O)c1ccc(CNS(=O)(=O)c2c(F)cccc2F)cc1 | -8 | -4
Cc1cccc(CS(=O)(=O)Cc2ccc(C(=O)O)o2)c1 | -1 | -5
O=C(CSc1nc2ccsc2c(=O)n1CC1CCC(C(=O)O)CC1)c1ccc(F)cc1 (stereo not drawn) | 18 | -6
CNCC(O)c1ccc(O)c(O)c1 (stereo not drawn) | . | -2
COc1ccc(S(=O)(=O)CCC(=O)Nc2ccc(C)cn2)cc1 | -12 | 14
COc1ccccc1C1CC(c2ccc(Br)cc2)=NN1C(C)=O (stereo not drawn) | 25 | -2
O=C(O)C=Cc1ccc(Br)cc1 | 2 | -11
Cc1ccc(NC(=O)N2CCC(n3cnc4ccc(C)cc4c3=O)CC2)c(C)c1 | -1 | -2
COCCC1CCN(C(=O)CN(C)C(=O)c2cccc(OC)c2)CC1 | -4 | -3
CC(C)(C)n1nc2c(c1NC(=O)c1ccc3c(c1)OCO3)CSC2 | 12 | -1
Cc1cc(NC(=O)COc2ccccc2)nn1-c1cccc(Cl)c1 | -10 | -3
CC(C)CCNC(=O)c1ccccc1I | -8 | -6
CC1=C(C(=O)Nc2ccccn2)C(c2ccc(Cl)cc2)n2nnnc2N1 (stereo not drawn) | 9 | 2
Cc1cccc(C)c1N1CCC(C(=O)NCC(C)C)C1=O (stereo not drawn) | -8 | -2
COc1ccc(NC(=O)CSc2nc(C)cc(=O)[nH]2)cc1 | 6&-3 | -14&0
Nc1nc(-c2cccc(Br)c2)cs1 | 11 | 1
COC(=O)c1sccc1OS(=O)(=O)c1ccc(C(F)(F)F)cc1 | . | 1
Cc1nccc(-c2sc(-c3cccs3)nc2C)n1 | . | -5
COc1ccc2nc(N3CCCC(C(=O)NC4CC4)C3)sc2c1 (stereo not drawn) | 3 | -3
O=C(NCCC(O)c1ccc2c(c1)OCO2)c1ccc2c(c1)OCO2 (stereo not drawn) | 0 | -2
COC(=O)C1CN(C2CCCC2)CCS(=O)(=O)N1Cc1cn(Cc2ccc(C)cc2)nn1 (stereo not drawn) | -3 | -7
COc1ccccc1CNC(=O)c1cn2cc(Cl)ccc2n1 | -5 | -1

Structural class: the entries above containing a cyano group
SMILES | mHTT-CaM PPI inh | Pf apPOL block
CSC1=C(C#N)C(c2ccc(Cl)cc2)C(C(C)=O)=C(C)N1 (stereo not drawn) | -14 | 0
COc1ccccc1/C=C(\C#N)c1nc(-c2ccc3c(c2)OCO3)cs1 | -3 | -1
CSc1nc(N)c(C#N)c(-c2ccc(Br)cc2)c1C#N | 2 | -3

(more compounds)
SMILES | mHTT-CaM PPI inh | Pf apPOL block
Cc1ccc(C2=CC(c3cn(-c4ccccc4)nc3-c3ccccc3)N3C(=O)CSC3=N2)cc1 (stereo not drawn) | . | -1
CC1CCc2nn(CC(=O)Nc3ccc(F)cc3F)cc2C1 (stereo not drawn) | -5 | 1
O=C(CSCc1ccc([N+](=O)[O-])cc1)NCc1ccco1 | 6 | -3
O=C(C1CCN(c2ccncc2)CC1)N1CCN(c2ccccc2)CC1 | 0 | -1
N#CC(=CN1CCOCC1)S(=O)(=O)c1ccc(Cl)cc1 | . | -8
CN(C)S(=O)(=O)c1ccc(C(=O)NCc2ccsc2)cc1 | -14 | -6
CCOc1ccccc1C(=O)N1CCN=C1SC | -3 | -12
Cn1nc(-c2nc(Cc3ccccc3)no2)c2c1CCN(C(=O)c1ccc(F)cc1)C2 | 3 | -2
C=CCc1ccccc1OCCOCCN1CCOCC1 | -1 | -6
CC1(C)CC(=O)C2=C(C1)NC1=C(C(=O)c3ccccc31)C2c1cc(Br)ccc1O (stereo not drawn) | 56* | 2
CCOc1sc2nc(C)n(CC(=O)N3CCC(C)CC3)c(=O)c2c1C | 6 | -4
CC1(C)CC(=O)C2=C(C1)N(c1ccc(Cl)cc1)C(N)=C(C#N)C2c1cccs1 (stereo not drawn) | 31 | -2
CC(Sc1ccccc1)C(=O)Nc1ccc(Cl)cc1 (stereo not drawn) | -42 | -2
Cc1c(C(=O)Nc2c(F)cccc2F)sc2ncn(CC(=O)N3CCCCC3)c(=O)c12 | 15 | -7
COc1ccc2oc(=Nc3cccc(C#N)c3)c(C(=O)NC(C)=O)cc2c1 | 4 | -6
CC(C)CCNC(=O)C1CCN(c2cncnc2N2CCCCC2)CC1 | 9 | -5
Cc1cc(OCC(=O)Nc2ncn[nH]2)cc(C)c1Cl | 17 | 2
O=C(C1CCN(Cc2ccccc2F)CC1)N1CCN(Cc2ccccc2)CC1 | 48 | 3
CN(C)c1ccc(/C=c2\sc3nc4ccccc4n3c2=O)cc1Br | -3 | 7
N#C/C(=C\c1cc(Br)c(O)c(Br)c1)c1nc2ccccc2c(=O)[nH]1 | 6 | -7
Cc1cccc(N2CCN(C(=O)Nc3ccccc3)CC2)c1C | -4 | -7
CCN(CC)NC(=S)NC1CCCCC1 | -8 | .
CC(NC(=O)C1CCN(c2nc3ccccc3o2)CC1)c1ccccc1 (stereo not drawn) | 3 | -8
COc1ccc(CNC(=O)C(c2ccccc2)c2ccccc2)cc1 | -13 | -4

As entered above.
mHTT-CaM PPI inh, CCCc1cc(C2CCCN2Cc2cccc(OCC)c2O)no1 (stereo not drawn) is entered as -7
Pf apPOL block, N#CC(=CN1CCOCC1)S(=O)(=O)c1ccc(Cl)cc1 is entered as -8
mHTT-CaM PPI inh, CCC(=O)Nc1ccc(Nc2nc(Cl)nc(Nc3ccc(NC(=O)CC)cc3)n2)cc1 is entered as 3

(listing goes on)
SMILES | mHTT-CaM PPI inh | Pf apPOL block
CN(C)c1ccc(C(=O)N2CCCC2COc2ccc(C(=O)N3CCCC3)cc2)cc1 (stereo not drawn) | 10 | 6
CCCc1cc2c(=O)c(-c3ccc4c(c3)OCCO4)c(C)oc2cc1OCC(=O)O | 2 | -4
Cc1ccc(S(=O)(=O)N2CCC(n3cnc4cc(Cl)ccc4c3=O)CC2)cc1 | -10 | -1
CSc1sc(C(=O)NCc2cccs2)c(-c2ccc(Cl)cc2)c1C#N | . | -7
Cc1cccc(-c2noc(C3CCN(CC(=O)NCc4ccco4)CC3)n2)c1 | 10 | -2
COc1ccc(-c2[nH]n(-c3ccc([N+](=O)[O-])cc3)c(=O)c2C=NCc2ccco2)cc1 | 2 | 2
COc1cc(OC)c(OC)cc1/C=C1\N=C(c2ccc(C)cc2)OC1=O | 5 | -1
O=C(c1cccc(Cl)c1)N1CCC2(CC1)NC(=O)N(Cc1ccc(F)cc1)C2=O | 16 | -8
O=C1CC(N2CCN(c3ccccc3Cl)CC2)C(=O)N1c1ccccc1 (stereo not drawn) | -2 | -5
Cc1nc2ccccc2n1-c1nc(-c2ccco2)cc(C(F)(F)F)n1 | -6 | 3
CCCCNC(=O)c1cc(C)n2nc(-c3ccccc3)cc2n1 | -20 | -4
O=C(c1cccc(Cl)c1)N1CCN(c2ccccc2)CC1 | 0 | -6
Cn1cnnc1Sc1nc2c(c(=O)n(C)c(=O)n2C)n1Cc1cc2c(cc1Cl)OCO2 | 0 | 3
Cc1cc(NS(=O)(=O)c2ccc(F)cc2)no1 | -3 | -4
COc1ccc(Cl)cc1NC(N)=Nc1nc(C)cc(C)n1 | -3 | -21
Cc1cccc(NC(=O)C(F)(F)F)c1C(=O)O | . | -3
C=CC(COCc1ccccc1)N(C(=O)OC(C)(C)C)S(=O)(=O)c1ccccc1Br (stereo not drawn) | -9 | -5
Cc1nc(N=Cc2ccccc2[N+](=O)[O-])sc1C | 8 | 4
O=C1CCC[C@@H]2C[C@@]3(C[C@@H]4CCN1[C@H]24)Nc1ccccc1NC3=NC1CCCCC1 | 6 | -4
CCNC(=O)c1cc2c(=O)n3ccccc3nc2n(CCN2CCOCC2)c1=N | -1 | -5
N#CC(C(=O)c1ccco1)c1nc2ccccc2[nH]1 (stereo not drawn) | . | -6
CC(C)Cc1ccc(C(C)C(N)=O)cc1 (stereo not drawn) | -4 | 1

Among those listed so far, these contain two or more sulfur atoms.
SMILES | mHTT-CaM PPI inh | Pf apPOL block
CSc1cccc(NC(=O)NCCC2CCN(S(=O)(=O)c3ccccc3)CC2)c1 | 28 | 3
Cc1cccc(NC(=O)CSc2nc3c(c(=O)n2-c2ccc([N+](=O)[O-])cc2)SCC3)c1C | 7 | -2
O=C(Cc1csc(NC(=O)C2CCCC2)n1)Nc1nc(-c2cccnc2)cs1 | -17 | -9
O=C(CSc1nc2ccsc2c(=O)n1CC1CCC(C(=O)O)CC1)c1ccc(F)cc1 (stereo not drawn) | 18 | -6
COC(=O)c1sccc1OS(=O)(=O)c1ccc(C(F)(F)F)cc1 | . | 1
Cc1nccc(-c2sc(-c3cccs3)nc2C)n1 | . | -5
CN(C)S(=O)(=O)c1ccc(C(=O)NCc2ccsc2)cc1 | -14 | -6
CSc1sc(C(=O)NCc2cccs2)c(-c2ccc(Cl)cc2)c1C#N | . | -7
